3CLpro inhibitor – SARS-CoV 3CLpro protease inhibition | P0C6X7 | recombinant SARS-CoV 3CLpro, quenched FRET peptide cleavage | inhibition, % at 6 µM | 290,000 tested, 0.14% active; in the data active = inhibition above about 12%
Rv3671c inh – Rv3671c (M. tuberculosis) protease inhibition; P9WHR9; inhibition, % at 5.96 µM; 320,000 tested, 0.048% active; in the data active = inhibition above about 38%;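 note: extracellular domain of Rv3671c used as enzyme; 0% = enzyme with DMSO and 100% = no enzyme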
Target sequence (P9WHR9 whole entry, looked up, the tested form may be a part): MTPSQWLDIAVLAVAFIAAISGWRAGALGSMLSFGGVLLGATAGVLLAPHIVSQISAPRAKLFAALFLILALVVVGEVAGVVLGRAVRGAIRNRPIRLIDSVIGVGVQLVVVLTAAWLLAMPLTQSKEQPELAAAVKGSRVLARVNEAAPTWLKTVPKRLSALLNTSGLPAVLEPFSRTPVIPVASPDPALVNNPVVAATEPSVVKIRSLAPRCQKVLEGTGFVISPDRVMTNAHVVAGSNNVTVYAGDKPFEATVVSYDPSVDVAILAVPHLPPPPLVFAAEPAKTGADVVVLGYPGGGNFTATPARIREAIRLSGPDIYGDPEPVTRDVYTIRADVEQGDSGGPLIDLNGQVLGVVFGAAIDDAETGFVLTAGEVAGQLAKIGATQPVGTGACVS
MazEF act – activators of E. coli MazEF toxin-antitoxin RNase; FAM/BHQ RNA-DNA oligo cleavage fluorescence, 5 h; activation, % at 20 µM; 350,000 tested, 0.32% active; AID 504720; in the data active = activation above about 50%
Target sequence (P0AE70 whole entry, looked up): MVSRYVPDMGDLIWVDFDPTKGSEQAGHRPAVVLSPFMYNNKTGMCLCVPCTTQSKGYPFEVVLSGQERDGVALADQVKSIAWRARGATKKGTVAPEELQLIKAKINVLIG
Anthrax LF prot – blocks Bacillus anthracis lethal factor protease; P15917; multiplex microsphere protease cleavage assay, LF; 360,000 tested, 0.12% active; inhibition, % at 10 µM; in the data active = inhibition above about 30%; note: plate controls were buffer without enzyme for full effect and enzyme alone for no effect
DUSP3 inh – blocks human VHR1 dual specificity phosphatase; recombinant VHR phosphatase, pNPP absorbance; P51452; inhibition, % at 13.3 µM; 290,000 tested, 0.52% active; AID 1654; in the data active = inhibition above about 50%; note: some compounds called inactive have numbers as strong as hits
Target sequence (P51452 whole entry, looked up): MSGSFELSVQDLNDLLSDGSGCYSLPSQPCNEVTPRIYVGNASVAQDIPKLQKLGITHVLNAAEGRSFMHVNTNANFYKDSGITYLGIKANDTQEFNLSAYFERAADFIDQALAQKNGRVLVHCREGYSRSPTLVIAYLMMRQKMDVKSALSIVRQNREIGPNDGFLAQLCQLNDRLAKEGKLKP
The depositor's hits bear a star; . = not tested or not shown. An excerpt; the hit share may differ from the screen's.

SMILES	3CLpro inhibitor	Rv3671c inh	MazEF act	Anthrax LF prot	DUSP3 inh
CCN(CC)c1ccc2c(c1)CCCN2	-2	-19	.	.	22
O=c1c2ccc([N+](=O)[O-])c3cccc(c32)c2nc3ccccc3n12	-3	3	.	.	10
Cn1c(=O)c2c(ncn2CC(=O)N/N=C/c2c[nH]c3ccccc23)n(C)c1=O	-3	4	.	.	31
O=C(NC1CCCCC1)C(c1cc2c(cc1[N+](=O)[O-])OCO2)N1CCCCC1 (configuration not stated)	2	-1	.	.	42
O=C(CSc1nnnn1-c1cccc(Cl)c1)Nc1ccc2c(c1)CCC2	2	-6	.	.	14
CN(C)c1nc(N(C)C)nc(N(C#N)CN2C(=O)c3ccccc3C2=O)n1	0	-1	.	.	52*
C=CC[C@@H]1C=C[C@H](O/N=C/c2ccc(C(=O)N3[C@H](c4ccc(C)cc4)[C@@H](C)CC[C@H]3C(=O)OC)cc2)[C@@H](CO)O1	2	8	.	.	20
COc1ccc(C(=O)C2CCCN(Cc3c(C)[nH]c4ccccc34)C2)c(OC)c1 (configuration not stated)	-4	-9	.	.	13
Cc1cccc(N2CCN(C(=O)c3ccc4c(c3)NC(=O)C(CSCc3ccc(F)cc3)N4)CC2C)c1 (configuration not stated)	3	-21	.	.	-6
CCOC(=O)c1cc(-c2ccc(Cl)cc2)nc2onc(C)c12	1	0	.	.	35
Cc1cccc2cc(CN(CC3CCCO3)C(=O)c3ccco3)c3nnnn3c12 (configuration not stated)	4	-6	.	.	26
O=C(NCCc1ccccc1)C(=O)NCC1CCNCC1	0	-6	.	.	24
CCN1C(=O)[C@H]2[C@H]3[C@H](O)[C@H](O)C/C(=N\OC[C@@H](C)[C@H](OCc4ccccc4)C(C)C)[C@@H]3CC[C@H]2C1=O	-6	-3	.	.	5
COc1ccccc1/C=N/NC(=O)c1ccc(NC(=O)c2cccc([N+](=O)[O-])c2)cc1	-1	-5	.	.	26
O=C(NCc1ccc(F)cc1)c1cc2sccc2n1Cc1ccc(F)cc1	-1	-8	.	.	-13
COc1ccc2[nH]c(=O)c(CN(Cc3cccs3)C(=S)Nc3ccccc3)cc2c1	5	-9	.	.	1
Nc1c2c(nc3ccc(Br)cc13)N(C1CCCCC1)CC2	1	1	.	.	2
O=C(CC1Nc2ccccc2NC1=O)c1ccccc1 (configuration not stated)	3	-12	.	.	3
COc1ccc(/C=N/c2sc3c(c2C#N)CCN(Cc2ccccc2)C3)c(O)c1	2	-3	.	.	21
O=C(COc1cccc2ccccc12)Nc1cc(S(=O)(=O)N2CCOCC2)ccc1N1CCOCC1	-1	-2	.	.	19
CCOC(=O)c1c(NC(=O)C2=C(C)NC(=S)NC2c2ccc(CC)cc2)sc(C)c1C (configuration not stated)	0	-44	.	.	-14
COc1ccc(C2=NNC(c3cc(Cl)cc4c3OCOC4)C2)c(O)c1 (configuration not stated)	6	17	.	.	-3
C=CCNC(=O)c1cc2c(=O)n3cc(C)ccc3nc2nc1NCC1CCCO1 (configuration not stated)	4	5	.	.	10
Cn1cc(C(=O)NCc2cccnc2)c(=O)c2cc(S(=O)(=O)N3CCCCCC3)ccc21	-1	4	.	.	18
Cc1cccc2cc(/C=N/NC(=O)CN3CCCCC3)c(Cl)nc12	1	7	.	.	-10
O=C1CSC(=S)N1/N=C/c1cc(Br)ccc1O	2	14	.	.	26
CCOC(=O)C1=NN(C(=O)c2cccc(Br)c2)C(O)(C(C)(C)C)C1 (configuration not stated)	-1	-2	.	.	9
FC(F)(F)c1cccc(NC(=S)NNC(=S)Nc2cccc(C(F)(F)F)c2)c1	-1	11	.	.	34
Cn1c(C(C#N)C2=C(Cl)C(=O)N(c3ccccc3)C2=O)nc2ccccc21 (configuration not stated)	3	26	.	.	14
Cc1ccc(NC(=O)CN2C(=O)S/C(=C\c3ccc(-c4cccc(C(=O)O)c4C)o3)C2=O)cc1	6	-6	.	.	68
CSc1cccc(NC(=O)c2ccccn2)c1	0	10	.	.	-2
Oc1cc2c(cc1O)[C@H]1c3ccccc3CN[C@@H]1CC2	4	-9	.	.	-2
CCCCCCc1cc2cc(C(N)=O)c(=N)oc2cc1O	4	-30	.	.	18
CCC(C(=O)OCC(=O)Nc1cccc(S(=O)(=O)NC2=NCCCCC2)c1)c1ccccc1 (configuration not stated)	5	6	.	.	2
COc1ccc(CNC(=O)c2sc3nc4c(c(C(F)(F)F)c3c2N)CCC4)cc1	-1	-3	.	.	-1
Cc1cc(C)n(C(=O)C23CC4CC(CC(C4)C2)C3)n1	2	-16	.	.	-5

For reference, part of the list above.
SMILES	3CLpro inhibitor	Rv3671c inh	MazEF act	Anthrax LF prot	DUSP3 inh
CCC(C(=O)OCC(=O)Nc1cccc(S(=O)(=O)NC2=NCCCCC2)c1)c1ccccc1 (configuration not stated)	5	6	.	.	2
COc1ccc(CNC(=O)c2sc3nc4c(c(C(F)(F)F)c3c2N)CCC4)cc1	-1	-3	.	.	-1
Cc1cc(C)n(C(=O)C23CC4CC(CC(C4)C2)C3)n1	2	-16	.	.	-5

Next section:
SMILES	3CLpro inhibitor	Rv3671c inh	MazEF act	Anthrax LF prot	DUSP3 inh
Cc1ccc(NCN2C(=O)C3C4CCC(C4)C3C2=O)cc1 (configuration not stated)	-6	-3	.	.	-2
O=C1C2CCCN2c2ccc(S(=O)(=O)N3CCOCC3)cc2N1Cc1cccc(C(F)(F)F)c1 (configuration not stated)	-3	-27	.	.	28
COc1ccc2cc(/C=C/C(=O)c3ccco3)c(Cl)nc2c1	-2	-6	.	.	24
O=C(CSc1nnc(Cc2cc(=O)[nH]c(=O)[nH]2)n1-c1ccc(Cl)cc1)N1CCc2ccccc21	3	2	.	.	14
COc1ccc(C(=O)Nc2ccc3nc4n(c(=O)c3c2)CCCC4)cc1[N+](=O)[O-]	0	3	.	.	-8
CCC1=C/C(=C\c2ccc3c(c2)OCO3)C(=O)S1	2	0	.	.	-1
Cc1cc(C)nc(NC(=O)CSc2ncccn2)n1	4	-4	.	.	25
Cc1ccsc1C1CC(=O)OC2=C1C(=O)CC(C)(C)C2 (configuration not stated)	-7	-12	.	.	9
Cc1cc2nc(-c3ccc(SCC(=O)NC(C)C)nc3)[nH]c2cc1C	0	1	.	.	1
OC(CNC1CCCCCCC1)c1ccccc1 (configuration not stated)	2	-3	.	.	5
COc1ccc(Oc2coc3cc(OCC(=O)N4CCCCC4)ccc3c2=O)cc1	-2	-4	.	.	5
Cc1ccc(C(=O)c2ccc(C(F)(F)F)cc2)cc1	-3	-4	.	.	18
CC(=O)OC[C@H]1O[C@@H](O/N=C(\C)CCN2CCCCc3nc(C)c(C)cc32)[C@H](OC(C)=O)[C@@H](OC(C)=O)[C@@H]1OC(C)=O	3	-4	.	.	1
O=C(O)c1cccnc1SC1CC(=O)N(c2cccc3ccccc23)C1=O (configuration not stated)	2	-4	.	.	45
CCN1CCN(CCNC(=O)C2CCN(Cc3nc(-c4ccc(Cl)cc4)oc3C)CC2)CC1	1	4	.	.	15
O=C(CSc1nnc2c3ccccc3c3ccccc3c2n1)Nc1ccccc1	6	-9	.	.	11
Cc1cc(C)nc(NC(=O)c2ccc3c(c2)OCO3)c1	1	2	.	.	8
COc1cccc(NC(=O)c2cc3cccc(OC)c3o/c2=N\O)c1	-6	-23	.	.	3
COc1ccc(C2C([N+](=O)[O-])=C(N)Oc3c2c(=O)oc2ccccc32)cc1 (configuration not stated)	-3	-2	.	.	36
COc1ccc(-c2ccc(CNCc3ccccn3)o2)cc1Cl	1	3	.	.	9
Cc1nc2ccccc2c2c1C(=O)NC2=O	0	6	.	.	18
CC(=O)Nc1ccc(/C=C/C(=O)c2ccccc2)cc1	6	-4	.	.	5
CC[C@@H](C(N)=O)N1CCCC1=O	-1	-4	.	.	21
O=C(CSCc1ccco1)c1ccc(Cl)s1	2	-11	.	.	-2

Pulled one by one from above, 3 records:
SMILES	3CLpro inhibitor	Rv3671c inh	MazEF act	Anthrax LF prot	DUSP3 inh
O=C(CSCc1ccco1)c1ccc(Cl)s1	2	-11	.	.	-2
O=C(CSc1nnc2c3ccccc3c3ccccc3c2n1)Nc1ccccc1	6	-9	.	.	11
Cc1cc(C)nc(NC(=O)c2ccc3c(c2)OCO3)c1	1	2	.	.	8

Copied from the list.
Rv3671c inh, CCN1CCN(CCNC(=O)C2CCN(Cc3nc(-c4ccc(Cl)cc4)oc3C)CC2)CC1 is entered as 4
DUSP3 inh, O=C(O)c1cccnc1SC1CC(=O)N(c2cccc3ccccc23)C1=O (configuration not stated) is entered as 45
Rv3671c inh, COc1ccc(-c2ccc(CNCc3ccccn3)o2)cc1Cl is entered as 3
DUSP3 inh, CC(=O)OC[C@H]1O[C@@H](O/N=C(\C)CCN2CCCCc3nc(C)c(C)cc32)[C@H](OC(C)=O)[C@@H](OC(C)=O)[C@@H]1OC(C)=O is entered as 1
Rv3671c inh, O=C(CSc1nnc2c3ccccc3c3ccccc3c2n1)Nc1ccccc1 is entered as -9
Rv3671c inh, CC[C@@H](C(N)=O)N1CCCC1=O is entered as -4

Following part.
SMILES	3CLpro inhibitor	Rv3671c inh	MazEF act	Anthrax LF prot	DUSP3 inh
N#CC(C#N)=Cc1ccccc1OCc1ccccc1	1	2	.	.	-11
N#Cc1c(Cl)nc(SCc2ccccc2)nc1-c1ccccc1	10	-12	.	.	4
COc1ccc(S(=O)(=O)N2CCCCCC2)cc1C(=O)OCC(=O)Nc1cc(C)on1	-3	-5	.	.	19
O=C(Sc1nnnn1C1CCCCC1)c1cccs1	-7	-15	.	.	35
O=C1N=c2ccc(Br)cc2=C1c1sc(=O)[nH]c1O	-2	-8	.	.	7
CCOc1ccccc1-c1nc2c(C(C)(C)C)nn(C)c2c(=O)[nH]1	1	-8	.	.	0
C[C@@]1(CO)[C@H](O)CC[C@@]2(C)[C@H]1CC[C@H]1C[C@@H]3C[C@@]12CC[C@]3(O)CO	-6	-7	.	.	12
Cc1ccc(C2=[N+]([O-])C3(CCCCC/C3=N\NC(N)=S)N(O)C2(C)C)o1 (configuration not stated)	0	1	.	.	8
CC(=O)[C@H]1[C@H](c2cccc(Cl)c2)C(C#N)(C#N)[C@@H]2c3ccccc3C=CN21	-1	-35	.	.	21
O=C(c1cc(-c2ccccc2)on1)N1CCC2(CC1)OCCO2	-1	-8	.	.	12
COc1ccc2[nH]c3c(c2c1)CCN1C(=O)C(CC(=O)NC/C=C(\C)CCC=C(C)C)C[C@H](C(=O)N2CCCCC2)[C@@]31C (some centres not stated)	.	.	-5	.	.
C=C1C(O)[C@@H]2O[C@]3(CC[C@H](/C=C/C(C)[C@@H]4CC(C)=CC5(O[C@H](C[C@@](C)(O)C(=O)O)CCC5O)O4)O3)CC[C@H]2O[C@@H]1C(O)CC(C)[C@H]1OC2(CCCCO2)CCC1C (some centres not stated)	.	-1	-1	.	.
Nc1nc2ccc(Cl)cc2cc1C(=O)NCCc1c[nH]c2ccccc12	.	.	.	-6	.
Cc1ccc(C2C=CC(C#N)=CN2Cc2ccccc2)cc1 (configuration not stated)	.	.	.	-9	.
